Screening results as filed in PubChem.
CHO parental Ca = signal in parental CHO cells, OX1R antagonist counter-screen; parental CHO-K1, ATP-induced calcium, Fluo-8 fluorescence; inhibition, % at 5.6 µM; hit rate 0.63% among 330,000; AID 463079;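 active means inhibition above that plate's mean sample inhibition plus 3 SD, cut at about 26% in these data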;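 further: 0% = ATP-challenged DMSO wells and 100% = DMSO wells without ATP; some compounds past the cut are filed as inactive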
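Material: parental CHO cells / Compound: single nominal dose of 5.6 µM per compound / Signal: Fluo-8 fluorescence / Replicates: singlicate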
OXTR potentiator = potentiates the human oxytocin receptor response | CHO-OTR cells, Fluo-8 calcium fluorescence, potentiator mode; 0% = oxytocin EC15, 100% = EC100 | activation, % at 3 µM | hit rate 0.061% among 320,000 | AID 2445;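 active means activation above that plate's cutoff, the mean activation of tested compounds plus 3 SD, cut at about 6.6% in these data, passing the limit was not always enough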;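 further: 100% uses oxytocin at 75 nM as the full agonist control; some results filed as inactive read as strong as hits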
Target sequence (P30559 whole entry, looked up): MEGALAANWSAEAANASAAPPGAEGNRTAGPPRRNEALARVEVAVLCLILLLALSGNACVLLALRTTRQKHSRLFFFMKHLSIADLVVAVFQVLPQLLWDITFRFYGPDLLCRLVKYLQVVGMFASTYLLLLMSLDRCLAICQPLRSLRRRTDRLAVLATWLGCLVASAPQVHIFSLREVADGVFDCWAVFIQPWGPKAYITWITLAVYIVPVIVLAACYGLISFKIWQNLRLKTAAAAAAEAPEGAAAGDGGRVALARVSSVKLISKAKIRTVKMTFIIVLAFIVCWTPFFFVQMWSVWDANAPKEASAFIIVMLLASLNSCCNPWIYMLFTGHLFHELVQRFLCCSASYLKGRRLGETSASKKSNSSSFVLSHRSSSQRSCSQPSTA
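Material: CHO-OTR cells, human receptor; compound dosing: single dose, 3.0 µM nominal final compound concentration; schedule: 6 min compound pre-incubation at room temperature, 100 s kinetic read; measured by: kinetic Fluo-8 calcium fluorescence; read-out basis: % activation vs EC15 and EC100 oxytocin; controls: EC15 oxytocin alone as 0%, 75 nM oxytocin as 100%; replicates: singlicate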
CHRM1 PAM = potentiates human M1 receptor response to acetylcholine. P11229. hit rate 0.088% among 360,000. activation, % at 3 µM. CHO-K1 hM1, Fluo-8 calcium fluorescence, ACh EC20; 0% = ACh EC20, 100% = maximal ACh; in the data active means activation above about 19%, passing the limit was not always enough
Target sequence (P11229 whole entry, looked up): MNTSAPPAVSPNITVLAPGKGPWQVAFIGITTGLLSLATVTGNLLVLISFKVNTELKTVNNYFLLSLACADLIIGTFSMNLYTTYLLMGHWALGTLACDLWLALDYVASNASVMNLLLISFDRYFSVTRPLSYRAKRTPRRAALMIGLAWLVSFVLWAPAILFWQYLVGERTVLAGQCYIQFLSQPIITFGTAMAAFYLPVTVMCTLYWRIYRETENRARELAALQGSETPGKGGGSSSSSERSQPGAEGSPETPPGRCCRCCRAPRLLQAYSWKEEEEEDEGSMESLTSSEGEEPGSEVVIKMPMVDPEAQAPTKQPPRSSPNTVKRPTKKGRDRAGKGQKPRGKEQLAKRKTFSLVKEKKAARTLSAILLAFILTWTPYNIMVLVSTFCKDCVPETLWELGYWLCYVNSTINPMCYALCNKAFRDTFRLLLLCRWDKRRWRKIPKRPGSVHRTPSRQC
M1 ag = agonists of human M1 muscarinic receptor; P11229; CHO-K1 hM1, Fluo-8 calcium fluorescence, agonist mode; 0% DMSO, 100% acetylcholine EC100; activation, % at 3 µM; hit rate 0.33% among 360,000; AID 588814;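 active means activation above the run's mean compound activation plus 3 SD, cut at about 16% in these data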;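 further: peak over basal fluorescence ratio within a 140 s kinetic read after compound addition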
CHRM4 antagonist = antagonists of human muscarinic M4 receptor (CHRM4); P08173; CHO-hM4 cells, ACh EC80, Fluo-8 calcium fluorescence; inhibition, % at 3 µM; hit rate 0.73% among 360,000; AID 624125;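 active means inhibition above its plate's cutoff, the mean inhibition of sample wells plus 3 SD, cut at about 27% in these data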;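 further: 0% = acetylcholine EC80 with DMSO and 100% = DMSO without agonist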
M4 ag = agonists of human muscarinic M4 receptor (CHRM4); hit rate 0.14% among 360,000; CHO-K1 hM4/Gqi5, Fluo-8 calcium fluorescence; vehicle 0%, full acetylcholine response 100%; activation, % at 3 µM; P08173;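 active means activation above the run mean over all test wells plus 3 SD, cut at about 32% in these data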;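 further: peak over basal fluorescence ratio per well then scaled between controls; 0% = DMSO wells and 100% = acetylcholine at EC100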
CHO-K1 Ca antag = counter-screen for M1 antagonists: effect in parental CHO-K1 cells; ATP-induced calcium, Fluo-8 fluorescence; inhibition, % at 3 µM; hit rate 0.6% among 360,000;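 active means inhibition above a per-plate cutoff, the plate's mean sample inhibition plus 3 SD, cut at about 24% in these data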;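 further: 0% = DMSO plus EC80 ATP and 100% = DMSO alone without ATP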
M1 antag = human CHRM1 antagonism; hit rate 1.3% among 360,000; inhibition, % at 3 µM; CHO-K1 hM1, Fluo-8 calcium fluorescence, ACh EC80 antagonist; AID 588852;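 active means percent inhibition above its own plate's cutoff, namely the mean of that plate's compound wells plus 3 SD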;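 further: peak over basal fluorescence ratio during 140 s after agonist addition; 0% = ACh EC80 plus DMSO and 100% = DMSO alone without agonist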
M1 ag parental = counter-screen for M1 agonists: effect in parental CHO-K1 cells. Fluo-8 calcium fluorescence; scaled to maximal ATP response, vehicle zero. activation, % at 3 µM. hit rate 0.48% among 360,000; in the data active means activation above about 15%;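 further: untransfected CHO-K1 host cells lacking M1 receptor as counterscreen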
Starred values were filed as active, the others as inactive; · = not tested or not shown.

SMILES	CHO parental Ca	OXTR potentiator	CHRM1 PAM	M1 ag	CHRM4 antagonist	M4 ag	CHO-K1 Ca antag	M1 antag	M1 ag parental
COCc1cc(C)nc(SCC(=O)Nc2cccc(C)c2)c1C#N	-5	-2	3	-3	-1	0	-1	0	-0.2
C/C(=N/Nc1ncc(Br)cn1)c1ccc(Br)cc1	-28	-10	-8	-6	2	-1	7	18	11
CCOc1ccccc1OCCNC1CCCC1	-15	5	12	-11	-6	2	4	-12	0.8
Cc1cccc(NC(=O)N2CCCC2C(=O)NCc2ccccc2)c1 (stereo not given)	-17	1	0	-4	-4	2	4	-4	2.4
CC(=O)c1c(CC(=O)O)[nH]n(-c2nc3ccccc3s2)c1=O	-7	0	9	-5	-17	0	-15	-14	0.3
COc1cc(C(=O)Nc2ccc(NC(=O)c3cccc(Cl)c3)nc2)cc(OC)c1OC	·	·	-1	-6	-8	17	-13	3	5.3
CC(C)(C)C(=O)Nc1sc2c(c1-c1nc3ccccc3[nH]1)CCCC2	-29	-9	12	8	5	-1	-17	10	-0.7
CCC(OC(=O)C(NC(=O)c1ccccc1)c1ccccc1)C(=O)Nc1cc(C)on1 (stereo not given)	-21	-9	-2	-10	-3	9	-22	0	3.5
CCNC(=O)C1(C)CCN(Cc2ccc(C#N)cc2)C1 (stereo not given)	·	·	0	-2	-11	1	3	-2	0.0
COc1ccc(S(=O)(=O)n2nc(OC(=O)c3ccncc3)cc2N)cc1	-1	-1	21	0	-2	0	-3	-22	-0.2
CCOC(=O)C1CCN(C(=O)COC(=O)c2ccc3[nH]c4c(c3c2)CCCC4)CC1	-23	-8	-3	-2	-8	4	-5	2	2.2
COc1ccccc1C(=O)NC(=O)CSc1cccc[n+]1[O-]	-4	-5	8	-3	1	0	-10	-3	0.7
COC(=O)C1=C(C(=O)OC)[C@@H]2N(C)c3ccccc3[C@@]23C[C@@H](CO)N(C(=O)NCCBr)C3=N1	1	-10	5	-5	0	-1	2	5	0.0
COCc1ccc(CN2CCC(n3nccc3NC(=O)CCOc3ccccc3)CC2)o1	-9	-2	2	-4	-5	2	1	2	7.5
COc1cc(/C=C/C=C2/CC/C(=C/C=C/c3ccc(O)c(OC)c3)C2=O)ccc1O	·	·	3	0	-12	2	-21	-9	0.9

Entries of single compounds, looked up by structure. Values in the order: CHO parental Ca, OXTR potentiator, CHRM1 PAM, M1 ag, CHRM4 antagonist, M4 ag, CHO-K1 Ca antag, M1 antag, M1 ag parental
COc1ccccc1C(=O)NC(=O)CSc1cccc[n+]1[O-] is listed as -4, -5, 8, -3, 1, 0, -10, -3, 0.7
COC(=O)C1=C(C(=O)OC)[C@@H]2N(C)c3ccccc3[C@@]23C[C@@H](CO)N(C(=O)NCCBr)C3=N1 is listed as 1, -10, 5, -5, 0, -1, 2, 5, 0.0

Additional structures:
SMILES	CHO parental Ca	OXTR potentiator	CHRM1 PAM	M1 ag	CHRM4 antagonist	M4 ag	CHO-K1 Ca antag	M1 antag	M1 ag parental
CCOc1cccc(N2C(=O)CC(NNC(=O)c3ccc(Br)o3)C2=O)c1 (stereo not given)	-3	-8	-9	-1	3	12	3	11	5.2
O=C(COC(=O)c1cccc(Cl)c1)Nc1ccc2[nH]c(=O)[nH]c2c1	-3	-7	3	-3	-7	1	1	2	0.5
CCOC(=O)N1CCN(c2c(N3CCN(c4ccccc4OC)CC3)c(=O)c2=O)CC1	-12	-5	11	2	3	2	1	-17	0.4
Cc1cc(NC(=O)NC(=O)c2ccccc2NC(=O)CN(C)C)ccc1Oc1ncc(Br)cn1	·	·	3	-2	-6	0	-13	-20	-0.3
CC1CC(C)CN(CC(=O)NNC(=O)COc2ccc(Cl)cc2)C1 (stereo not given)	-17	2	8	-4	2	1	-8	-2	0.6
Cc1ccc2cc(/C=N/NC(=O)c3ccccc3[N+](=O)[O-])c(Cl)nc2c1	-19	-4	2	-1	7	1	-7	-5	0.8
C[C@H](CO)N1C[C@H](C)[C@H](CN(C)Cc2ccncc2)Oc2cc(-c3ccccc3F)ccc2S1(=O)=O	·	·	-12	-6	0	8	-1	3	2.3
Cc1ccsc1C(=O)NNC(=O)C1CC=CCC1C(=O)O (stereo not given)	-8	-3	6	5	1	0	-13	-11	1.4
CC(C)c1nnc(SCC(=O)N2CCN(C(=O)c3ccco3)CC2)n1N	-10	-2	-6	-2	-1	13	7	-5	2.5
CCN(Cc1ccc2c(c1)OCCO2)C(=O)CN1C(=O)NC2(CCc3ccccc32)C1=O (stereo not given)	-15	-9	5	-6	-6	0	-19	-9	-1.0
O=C1CC(c2ccc(Cl)cc2)CC(O)=C1C=NCCO (stereo not given)	-1	-3	4	-7	3	0	-17	-6	1.6
O=C(Nc1ccccc1C(=O)N1CCCCCC1)c1cccc([N+](=O)[O-])c1	-30	-9	11	-1	11	2	8	-6	-0.5
CC(C)N(Cc1nc(-c2ccccc2)no1)C(=O)CSc1ccccc1	-27	-10	2	-10	-15	5	-26	-3	1.2
COc1ccc(NC(=O)[C@@H]2CC=C[C@@H]3CCN(Cc4ccccc4)C(=O)[C@@H]32)cc1	-16	1	15	-2	-18	2	-14	-14	-0.2
Cc1ccc(NC(=O)c2sc3ncn(CC(=O)N4CCN(c5ccccn5)CC4)c(=O)c3c2C)cc1Cl	2	-10	-23	1	-1	4	-12	63*	5.4
COc1ccc(NC(=O)c2cc(S(=O)(=O)N3CCOCC3)cn2C)c(OC)c1	2	-2	-7	-2	2	-1	-1	9	-0.4
COc1cc(C)nc(N2CCCC(C(=O)NCC(C)C)C2)n1 (stereo not given)	-15	-4	6	-5	5	1	-12	-38	-0.1
C[C@H](NC(=O)c1ncn2c1C(=O)N[C@@H](C)C2)C(=O)OC(C)(C)C	·	·	-4	-3	3	0	-11	5	0.3
CC(C)(C)OC(=O)C[C@@H]1C/C=C\C[C@@H](CC(=O)N(CCO)Cc2ccccc2)C(=O)N2CCC[C@H]2COC1=O	-11	-8	-1	-3	-9	5	3	-5	1.6
CC(C)(C)c1ccc(S(=O)(=O)NCCN2CCOCC2)cc1	·	·	5	-2	3	2	3	-10	1.3
COc1ccc(S(=O)(=O)N2CCC(C(=O)NCCC(=O)Nc3cccc(OC)c3)CC2)cc1	-10	0	6	-4	-9	1	-14	-7	0.0
CCOC(=O)N1CCN(S(=O)(=O)c2cc(OCC(=O)NC3CCCCC3)c(C)cc2Cl)CC1	-16	-1	-3	0	-2	14	-6	1	4.7
CCc1sc(C(=O)Nc2cccnc2)cc1Br	-19	-8	9	3	1	7	-7	-7	2.3
Cc1cccn2c(=O)c(C(=O)NC3CC(C)CC(C)(C)C3)c(O)nc12 (stereo not given)	-26	5	15	-1	-16	0	-6	-16	0.6
O=C(NCCO)c1cccc(Cl)c1	-6	-5	-1	-3	0	0	1	6	0.0
COc1cc(C(=O)NNC(=O)c2cccn2C)cc(OC)c1OC	-6	-4	2	-3	10	1	1	-5	0.5
Cc1nn(C)c(C)c1NS(=O)(=O)c1cccc(Br)c1	4	-11	3	0	4	3	-6	-7	3.5
Cc1ccccc1S(=O)(=O)NNC(=O)C(=O)NNc1ccccn1	-12	-6	9	-4	-1	0	-6	-11	0.0
CCN1CCN(CC(O)COCC2COc3ccccc3O2)CC1 (stereo not given)	4	-11	3	-5	9	2	16	-5	-0.2
CCOc1cc(C2NC(=O)N(C)C(C)=C2C(=O)OC)cc(Br)c1O (stereo not given)	-6	-2	3	-2	-2	2	-2	7	0.6

Some of these compounds in order of the OXTR potentiator value, highest first:
| molecule | OXTR potentiator |
| --- | --- |
| O=C1CC(c2ccc(Cl)cc2)CC(O)=C1C=NCCO (stereo not given) | -3 |
| CCOC(=O)N1CCN(c2c(N3CCN(c4ccccc4OC)CC3)c(=O)c2=O)CC1 | -5 |
| CCN1CCN(CC(O)COCC2COc3ccccc3O2)CC1 (stereo not given) | -11 |

(continued)
SMILES	CHO parental Ca	OXTR potentiator	CHRM1 PAM	M1 ag	CHRM4 antagonist	M4 ag	CHO-K1 Ca antag	M1 antag	M1 ag parental
Cc1nn(C)c(-c2n[nH]c(=S)n2-c2ccccc2)c1Cl	-5	-4	12	-7	0	1	5	-5	0.1
COc1ccc(NC(=O)c2ccccc2NS(=O)(=O)c2ccc(C)cc2)c([N+](=O)[O-])c1	-8	-4	4	-8	3	5	-3	-7	4.4
CC(=O)SC(C)CC(=O)Nc1ccccc1 (stereo not given)	-5	-4	-5	-2	11	0	-6	-9	0.1
Cc1ccc(NC(=O)CCc2c(C)nn(-c3ccc(N4CCCCC4)nn3)c2C)cc1F	-30	-3	7	-1	-2	5	13	-15	0.9
COc1ccc(-c2csc(NC(=O)CSc3nc(SC)ns3)n2)cc1	1	-14	-3	-7	0	5	4	4	3.3
Cc1ccc(CN(Cc2cc3cccc(C)c3[nH]c2=O)C(=O)N(C)C)cc1	-8	-14	4	0	-3	2	-12	1	1.3
CSc1nc(N)n2nc(C)cc2n1	·	·	3	-3	3	0	-4	-4	0.6
O=C(c1ccco1)N1CCN(C(=O)c2ccc(CS(=O)c3ccc(Cl)cc3)o2)CC1 (stereo not given)	-24	-4	2	-2	1	3	-8	-1	2.5
CN(C)c1ccc(N=C/C=C2\N(C)c3ccccc3C2(C)C)cc1	-13	-8	-11	-2	-5	4	-8	4	2.3
NS(=O)(=O)c1ccc(NS(=O)(=O)c2ccc(Br)cc2)cc1	3	0	14	-1	10	3	4	-10	0.5
O=C(NCCC1=CCCCC1)c1cc(S(=O)(=O)N2CCOCC2)c(Cl)cc1Cl	-7	-5	3	-2	-3	1	-2	-7	0.4
CC(=O)OCCCNc1cc(Sc2ccc(C)cc2)c2nonc2c1[N+](=O)[O-]	1	-4	9	-3	1	1	-10	-14	0.6
Cc1cc(C)cc(NC(=O)CN(C)CC(=O)N(CC(C)C)c2c(N)n(CC(C)C)c(=O)[nH]c2=O)c1	-12	10	-4	-4	-1	1	6	3	1.0
O=C(COC(=O)c1nn(CCO)c(=O)c2ccccc12)Nc1ccc(Cl)c(Cl)c1	-17	-10	1	1	-2	8	-10	4	5.9

A different layout for part of the listing above:
SMILES,CHO parental Ca,OXTR potentiator,CHRM1 PAM,M1 ag,CHRM4 antagonist,M4 ag,CHO-K1 Ca antag,M1 antag,M1 ag parental
Cc1ccc(CN(Cc2cc3cccc(C)c3[nH]c2=O)C(=O)N(C)C)cc1,-8,-14,4,0,-3,2,-12,1,1.3
CSc1nc(N)n2nc(C)cc2n1,·,·,3,-3,3,0,-4,-4,0.6
O=C(c1ccco1)N1CCN(C(=O)c2ccc(CS(=O)c3ccc(Cl)cc3)o2)CC1 (stereo not given),-24,-4,2,-2,1,3,-8,-1,2.5
CN(C)c1ccc(N=C/C=C2\N(C)c3ccccc3C2(C)C)cc1,-13,-8,-11,-2,-5,4,-8,4,2.3
NS(=O)(=O)c1ccc(NS(=O)(=O)c2ccc(Br)cc2)cc1,3,0,14,-1,10,3,4,-10,0.5
O=C(NCCC1=CCCCC1)c1cc(S(=O)(=O)N2CCOCC2)c(Cl)cc1Cl,-7,-5,3,-2,-3,1,-2,-7,0.4
